Compound activity (PubChem BioAssay)
IDE cell activ = IDE (human) activation, cell-based; HEK cells, FAbeta-B cleavage, fluorescence polarization; 0% vehicle, 100% cell-free pure enzyme wells; activation, % at 5.96 µM; 0.073% of 340,000 active; AID 493087; P14735;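 active = activation above the mean of all tested compounds plus 3 SD, set per screening campaign, cut at about 17% in these data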
Target sequence (P14735 whole entry, looked up): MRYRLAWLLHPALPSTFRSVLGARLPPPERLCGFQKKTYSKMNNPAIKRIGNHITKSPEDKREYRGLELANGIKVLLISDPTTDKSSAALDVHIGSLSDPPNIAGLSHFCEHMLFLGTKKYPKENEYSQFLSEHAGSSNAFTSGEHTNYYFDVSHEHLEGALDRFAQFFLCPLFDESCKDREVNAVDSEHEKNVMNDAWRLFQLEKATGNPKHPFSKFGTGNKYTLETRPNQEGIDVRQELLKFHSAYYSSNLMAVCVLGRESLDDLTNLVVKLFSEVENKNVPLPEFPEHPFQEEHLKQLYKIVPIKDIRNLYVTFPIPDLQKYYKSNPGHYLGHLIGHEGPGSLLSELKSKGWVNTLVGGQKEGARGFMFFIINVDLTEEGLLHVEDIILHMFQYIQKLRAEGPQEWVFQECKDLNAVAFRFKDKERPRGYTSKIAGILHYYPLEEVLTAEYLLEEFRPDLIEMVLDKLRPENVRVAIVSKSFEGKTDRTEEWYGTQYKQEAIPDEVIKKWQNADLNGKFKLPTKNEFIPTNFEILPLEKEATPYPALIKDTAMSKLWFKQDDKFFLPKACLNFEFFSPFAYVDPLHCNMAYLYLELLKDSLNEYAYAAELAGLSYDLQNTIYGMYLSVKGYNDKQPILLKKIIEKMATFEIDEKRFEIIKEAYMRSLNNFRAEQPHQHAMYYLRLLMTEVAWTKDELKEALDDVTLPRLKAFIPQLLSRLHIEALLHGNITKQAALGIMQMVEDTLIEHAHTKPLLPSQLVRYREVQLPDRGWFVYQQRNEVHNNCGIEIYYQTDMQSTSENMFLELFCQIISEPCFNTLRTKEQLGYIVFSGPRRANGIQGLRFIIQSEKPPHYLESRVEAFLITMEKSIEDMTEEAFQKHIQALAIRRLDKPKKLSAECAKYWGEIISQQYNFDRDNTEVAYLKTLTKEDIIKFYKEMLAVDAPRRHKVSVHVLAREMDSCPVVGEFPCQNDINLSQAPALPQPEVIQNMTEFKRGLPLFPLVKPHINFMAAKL
The depositor's hits bear a star.

CCC(C)NS(=O)(=O)c1ccc(NC(=O)CNCc2cccs2)cc1 (stereo not given) was read as IDE cell activ -6.0.
For C#CCOCCOCCOCCNc1nc(N2CCN(C(=O)[C@H]([C@@H](C)CC)n3cc(CCC(=O)O)nn3)CC2)nc(N2CCN(C(=O)[C@H](CCCCN)n3cc(CCC(=O)O)nn3)CC2)n1 the results were IDE cell activ 8.1.
For NC(=O)c1ccc(NC(=O)CNc2cc(S(=O)(=O)N3CCOCC3)ccc2N2CCCC2)cc1 the results were IDE cell activ -2.0.
CC(C)Oc1ccc(S(=O)(=O)N2CCOCC2)cc1NC(=O)c1nn(C)c(=O)c2ccccc12 was read as IDE cell activ 0.5.
For CC(C)[C@H]1COCCS(=O)(=O)N1Cc1ccccc1-c1cccc2c1oc1ccccc12 the results were IDE cell activ 2.8.
CC(C)c1ccc(C2(C)NC(=O)N(C(C)C(=O)Nc3ccc(N4CCOCC4)cc3)C2=O)cc1 (stereo not given) was read as IDE cell activ -4.2.
Screening CC(C)Nc1ncnc2[nH]ncc12 returned IDE cell activ -1.2.
Screening C=CCc1cc(C=Nc2ccc(N3CCOCC3)cc2)cc(OCC)c1O returned IDE cell activ 2.8.
For CN(C)c1ccc(C=C2C=CC=C2)cc1 the results were IDE cell activ -3.4.
For O=C(CCNC(=O)OCC1c2ccccc2-c2ccccc21)NOCc1ccccc1 the results were IDE cell activ -4.4.
`COc1ccc2[nH]c3c(c2c1)CCN1C(=O)C(CC(=O)NCCc2ccccn2)C[C@H](C(=O)N(C(C)C)C(C)C)[C@@]31C` (stereo not given in full) gave IDE cell activ 3.4.
For O=C1NC(=S)S/C1=C\c1cc(Cl)cc(Cl)c1O the results were IDE cell activ -135.7.
`Nc1nc2c(nnn2Cc2ccc(Cl)c(Cl)c2)c(=O)[nH]1` gave IDE cell activ 0.7.
Screening O=C(O)/C=C\C(=O)Nc1ccccc1C(=O)N1CCC(O)(c2ccc(Cl)cc2)CC1 returned IDE cell activ 4.9.
CCOc1ccc(S(=O)(=O)Nc2cccc(C(=O)N(C)CC(=O)Nc3ccc(OC)cc3)c2)cc1 was read as IDE cell activ 4.3.
Screening O=C(CNc1cccc([N+](=O)[O-])c1)N1CCN(S(=O)(=O)c2ccc(Cl)cc2)CC1 returned IDE cell activ 2.2.
For CCC(CCc1ccccn1)C(=O)c1ccccc1 (stereo not given) the results were IDE cell activ -2.0.
For CN(C(=O)c1cccc(NC(=O)Cc2ccc(NC(=O)C3CCN(C(=O)CCc4ccccc4)CC3)cc2)c1)C1CCCCC1 the results were IDE cell activ 0.4.
`Cc1cccc(NS(=O)(=O)c2ccc(C)c(C(=O)N(C)C3CCN(C)CC3)c2)c1` gave IDE cell activ 3.3.
For CCCCNC(=O)C(C)N(CCN(C)C)C(=O)CCCN1C(=O)NC(c2ccc(Cl)cc2)C(C(=O)OCc2ccccc2)=C1C (stereo not given) the results were IDE cell activ 1.9.
`O=C(OCN1C(=O)c2ccccc2C1=O)c1cc(S(=O)(=O)N2CCOCC2)ccc1F` gave IDE cell activ 6.7.
For COc1ccc(C=NNc2ccc([N+](=O)[O-])cn2)cc1 the results were IDE cell activ -9.9.
`CCN(CC(=O)NCc1cccs1)C(=O)c1ccc(N(C)S(=O)(=O)c2ccc(C)cc2)cc1` gave IDE cell activ -0.9.
C[C@@H]1CN(S(=O)C(C)(C)C)[C@H](CCO)/C1=C\CCO (stereo not given in full) was read as IDE cell activ 2.2.
Screening CC(=O)c1ccc(NC(=O)C(C)OC(=O)c2ccc(NS(=O)(=O)c3ccc4[nH]c(=O)[nH]c4c3)cc2)cc1 (stereo not given) returned IDE cell activ 4.3.
Screening CCc1ccc(C2CC(c3ccc(C)cc3)n3nc(N)nc3N2)cc1 (stereo not given) returned IDE cell activ 2.8.
Screening CSC(=S)NN=C(C)c1cccc(C)n1 returned IDE cell activ -4.3.
`O=C(c1cc(Cl)cc(Cl)c1)N1CCC2CC1c1cc(-c3ccc4c(c3)OCO4)ccc12` (stereo not given) gave IDE cell activ 6.6.
Nc1nc(=O)n(C2CCCCO2)cc1Br (stereo not given) was read as IDE cell activ 5.4.
CC(C)=CCC/C(C)=C/CNC(=O)C[C@H]1C[C@H](C(=O)N2CCOCC2)[C@@]2(C)c3[nH]c4ccc(Cl)cc4c3CCN2C1=O was read as IDE cell activ 3.6.
Screening O=C(O)C1Oc2ccccc2C1c1ccccc1 (stereo not given) returned IDE cell activ 2.8.
For CCCCN1CC(COCc2ccccc2)Oc2cccc(Oc3ccc(C)cc3)c2S1(=O)=O (stereo not given) the results were IDE cell activ -0.2.
For CN(Cc1ccccc1)C(=O)c1cccc(NC(=O)Cc2ccc(NC(=O)C3CCN(C(=O)CCc4ccccc4)CC3)cc2)c1 the results were IDE cell activ 0.5.
CC(C)(C)S(=O)N1Cc2cc(=O)n(Cc3ccccc3)c(CCO)c2[C@H]1CCO (stereo not given in full) was read as IDE cell activ -0.2.
`O=C(O)c1cccc(NC(=O)c2ccccc2)c1` gave IDE cell activ 6.0.
Screening CCCc1nc2ccccc2c(C(=O)N(CC)CC(=O)NCc2cccs2)c1CC returned IDE cell activ 4.1.
For O=C1CCC[C@@H]2C[C@@]3(C[C@@H]4CCN1[C@H]24)Nc1cc(Cl)ccc1NC3=NC1CCCCC1 the results were IDE cell activ 1.9.
For CC(C)N(C(=O)[C@H]1C[C@H](CC(=O)NC(C)(C)C)C(=O)N2CCc3c([nH]c4cc(-c5ccco5)ccc34)[C@]12C)C(C)C the results were IDE cell activ 6.1.
For CC(C)C[C@H]1CNC(=S)N1CC1CCN(CCCC2CCCC2)CC1 the results were IDE cell activ 5.4.
Screening C[C@@H]1CN([C@H](C)CO)C(=O)c2cc(NC(=O)Nc3ccc(C(F)(F)F)cc3)ccc2O[C@H]1CN(C)C(=O)Nc1ccc(F)cc1 returned IDE cell activ -0.3.
`CCCCC(=O)c1ccc(OC(=O)c2ccc([N+](=O)[O-])cc2)cc1` gave IDE cell activ 5.4.
Screening N#CCC(=O)Nc1ccc(C(=O)OCC(=O)Nc2sc3c(c2C#N)CCCC3)cc1 returned IDE cell activ 2.4.
`CC[C@]12c3[nH]c4ccc(Cl)cc4c3CCN1C(=O)[C@@H](CC(=O)NCCN1CCOCC1)C[C@@H]2C(=O)N1CCN(C(=O)C2CC2)CC1` gave IDE cell activ -0.8.
Screening CCC1(CC)C(=O)N(c2ccccc2)C(=N)N(c2ccccc2)C1=O returned IDE cell activ -4.3.
For CC(CNCCCn1cnc2c(OCc3ccccc3)ncnc21)c1ccccc1 (stereo not given) the results were IDE cell activ -1.8.

Grouped by structure: the entries above with fluorine.
`O=C(OCN1C(=O)c2ccccc2C1=O)c1cc(S(=O)(=O)N2CCOCC2)ccc1F` gave IDE cell activ 6.7.
Screening C[C@@H]1CN([C@H](C)CO)C(=O)c2cc(NC(=O)Nc3ccc(C(F)(F)F)cc3)ccc2O[C@H]1CN(C)C(=O)Nc1ccc(F)cc1 returned IDE cell activ -0.3.

Ordered by formula weight (lowest first): some entries from above.
`O=C(O)c1cccc(NC(=O)c2ccccc2)c1` gave IDE cell activ 6.0.
`CCCCC(=O)c1ccc(OC(=O)c2ccc([N+](=O)[O-])cc2)cc1` gave IDE cell activ 5.4.
Screening CCCc1nc2ccccc2c(C(=O)N(CC)CC(=O)NCc2cccs2)c1CC returned IDE cell activ 4.1.
For CCCCN1CC(COCc2ccccc2)Oc2cccc(Oc3ccc(C)cc3)c2S1(=O)=O (stereo not given) the results were IDE cell activ -0.2.
For CN(Cc1ccccc1)C(=O)c1cccc(NC(=O)Cc2ccc(NC(=O)C3CCN(C(=O)CCc4ccccc4)CC3)cc2)c1 the results were IDE cell activ 0.5.
Screening C[C@@H]1CN([C@H](C)CO)C(=O)c2cc(NC(=O)Nc3ccc(C(F)(F)F)cc3)ccc2O[C@H]1CN(C)C(=O)Nc1ccc(F)cc1 returned IDE cell activ -0.3.

Going on with the list:
CC[C@]1(C(=O)OC)[C@H]2C(=O)N(C)C(=O)[C@H]2[C@H]2CN=C(SCc3ccc(C(=O)OC)cc3)N21 was read as IDE cell activ -1.9.
For Cc1cc2c(=O)n(C)c(SCC(=O)NCC3CCCO3)nc2s1 (stereo not given) the results were IDE cell activ 0.1.
`CC1(C2CCCC2)NC(=O)NC1=O` (stereo not given) gave IDE cell activ 7.0.
COC(=O)C(CC(=O)c1ccc(Cl)cc1)c1ccccc1 (stereo not given) was read as IDE cell activ -3.1.
Screening COc1cc2nncc(SC)c2cc1OC returned IDE cell activ 6.3.
O=C(COc1ccccc1)N[C@@H]1c2ccccc2CC[C@@H]1O was read as IDE cell activ 1.5.
`O=C(CCNC(=O)c1ccc(Cl)cc1)NNC(=O)c1ccc(F)cc1` gave IDE cell activ 1.1.
For NC(=O)C(C1=CCCCC1)c1ccccc1 (stereo not given) the results were IDE cell activ 3.7.
For COC(=O)C(C)(C)c1cccnc1C#N the results were IDE cell activ 3.9.
For COc1ccc(NS(=O)(=O)c2cc(NC(=O)C3=NN(c4ccccc4)C(=O)CC3)ccc2C)cc1 the results were IDE cell activ 7.0.
Screening O=C(Cc1cccc(NC(=O)C2CCCN(C(=O)C3CCC3)C2)c1)Nc1ccc(C(=O)N2CCCCC2)cc1 (stereo not given) returned IDE cell activ 4.8.
Screening C#CCOCCOCCOCCNc1nc(N2CCN(C(=O)Cn3cc(CC(C)O)nn3)CC2)nc(N2CCN(C(=O)[C@H](C)n3cc(CCC(=O)O)nn3)CC2)n1 (stereo not given in full) returned IDE cell activ 6.9.
Screening CN(C(=O)COC(=O)c1ccc(Cl)s1)C1(C#N)CCCCC1 returned IDE cell activ 3.1.
Screening O=C(NN=Cc1cccc2ccccc12)C1CC1 returned IDE cell activ 1.4.
Screening O=[N+]([O-])c1ccc(NN=Cc2ccco2)nc1 returned IDE cell activ 3.9.
`O=S(=O)(c1ccc(NC(=S)NN=Cc2ccccc2O)cc1)N1CCCCC1` gave IDE cell activ -6.5.
Screening CCCCC1SC(N)=NC1=O (stereo not given) returned IDE cell activ 2.9.
O=C(CC(=O)c1ccccc1)Nc1ccc([N+](=O)[O-])cc1 was read as IDE cell activ 1.1.
For COc1ccc(NS(=O)(=O)c2cc(NC(=O)CCc3ccc(OC)c(OC)c3)ccc2N2CCOCC2)cc1 the results were IDE cell activ -2.8.
For Cc1cc2oc(=O)cc(-c3ccccc3)c2c(C)c1-c1ccc(C(F)(F)F)cc1 the results were IDE cell activ 3.0.
Screening N#Cc1c(Nc2ccccc2)[n+]([O-])c2ccc(Cl)cc2[n+]1[O-] returned IDE cell activ 2.9.
CC(C)C(=O)Nc1cccc(N2CCN(CCCN3C(=O)C4CCCCN4C3=O)CC2)c1 (stereo not given) was read as IDE cell activ 4.3.
O=C1/C(=C/c2cccnc2)SC(=S)N1Cc1ccco1 was read as IDE cell activ 2.6.
`S=C(c1ccccc1)N1CCN(c2ccccc2)CC1` gave IDE cell activ 6.0.
For CC(=O)c1ccc(N2CCN(C(=O)c3ccccc3SCC(=O)NCc3ccco3)CC2)c(F)c1 the results were IDE cell activ 1.4.
Screening Nc1cc2c(cc1Cl)-c1ccccc1C2=NO returned IDE cell activ 1.2.
Screening CCCCn1c(N)c(N(CCOC)C(=O)CN2C(=O)NC3(CC(C)CC(C)(C)C3)C2=O)c(=O)[nH]c1=O (stereo not given) returned IDE cell activ 5.5.
For CCc1cccc(C)c1NC(=O)COC(=O)C1CC(=O)N(CCc2ccc(OC)c(OC)c2)C1 (stereo not given) the results were IDE cell activ 7.4.
For CCCN=C1N(CC)C[C@@H]2[C@@H]3C(=O)N(C)C(=O)[C@@H]3[C@](CC)(C(=O)OC)N12 the results were IDE cell activ 3.9.
`COc1ccc(C=C2SC(=O)NC2=O)cc1OC` gave IDE cell activ 2.7.
Screening COc1cc(C=NO)nc(-c2ccccn2)c1 returned IDE cell activ 3.0.
Screening Cc1cccc2nc(Cn3c(=O)n(CCC(=O)NCc4ccco4)c(=O)c4ccccc43)cc(=O)n12 returned IDE cell activ 6.9.
O=C1CCC[C@@H]2Cc3nc4ccc(Cl)cc4cc3[C@@H]3CCN1[C@H]23 was read as IDE cell activ 1.0.
`CC1=CC[C@@]23CCCN2C(=O)CCC[C@H]3C1` gave IDE cell activ 6.7.
Screening O=C(c1ccc(N2CCCC2)c([N+](=O)[O-])c1)N1CCN(S(=O)(=O)c2ccccc2)CC1 returned IDE cell activ 2.6.
O=C1C=C(c2ccccc2)C(c2ccccc2)C1O (stereo not given) was read as IDE cell activ 3.1.
Screening CN(CCc1ccccc1)C(=O)c1ccc(NC(=O)Cc2ccc(NC(=O)C3CCN(C(=O)c4ccccc4)CC3)cc2)cc1 returned IDE cell activ 0.4.
For CCCN1CCN(C(=O)Cn2nc(C)n3c(cc4c(OC)cccc43)c2=O)CC1 the results were IDE cell activ 1.0.
`CNc1ncnc2c1cnn2C1CCCCO1` (stereo not given) gave IDE cell activ -0.9.
For COc1ccccc1NC(=O)C(C)OC(=O)C1CCN(S(=O)(=O)c2ccccc2C(F)(F)F)CC1 (stereo not given) the results were IDE cell activ -1.1.
Screening Cc1cc(C)n2c(=O)[nH]nc2c1 returned IDE cell activ -3.7.
`COc1ccc(C2CC(=O)CCN2S(=O)(=O)c2ccc(C)cc2)cc1` (stereo not given) gave IDE cell activ 3.6.
Screening CS(=O)(=O)c1ccc(C(=O)N2CCN(S(=O)(=O)c3ccc(C4CCCCC4)cc3)CC2)cc1 returned IDE cell activ -4.7.
For CCCCN(C(=O)c1ccc(S(=O)(=O)N2CCCCC2)cc1)C1CCS(=O)(=O)C1 (stereo not given) the results were IDE cell activ 3.2.
`Cc1cccc(-c2nnc(-c3cccc4ccccc34)o2)c1` gave IDE cell activ 5.3.
`CC(C)(C)OC(=O)N(CCc1ccccc1)Cc1ccccc1OCc1cccc(NC(=O)C2CCCC2)c1` gave IDE cell activ -1.1.
For Cc1ccc(-c2noc(CC(=O)c3ccc([N+](=O)[O-])cc3)n2)cc1 the results were IDE cell activ 6.0.
Screening Cc1ccc(NC(=O)c2ncn(CCCNCCCN3CCCC3=O)n2)cc1C returned IDE cell activ -2.3.
Screening Cc1occc1C(=O)NNC(=O)CN1C(=O)NC2(CCCCC2)C1=O returned IDE cell activ 0.4.
Screening Cc1ccc(S(=O)(=O)N2CCCCC2)cc1NC(=O)c1ccncc1 returned IDE cell activ 4.2.
CCCCN1C(=O)C(C(=O)OCC)CC2=C1CCCC2=O (stereo not given) was read as IDE cell activ 1.1.

These rows are one share of the data; count on the stated rates, not on these rows.
